Compound activity: PubChem, several laboratories
Keap1 Nrf2 FP – Keap1-Nrf2 protein-protein interaction inhibitors, primary screen, biochemical, fluorescence polarization, single point; Keap1 Kelch-Nrf2 peptide fluorescence polarization, 1536-well; inhibition, % at 9.4 µM; hit rate 0.15% among 340,000; AID 504523, 2011; in the data active = inhibition above about 12%;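 also: human Keap1 Kelch domain with fluorescein labeled Nrf2 9mer peptide probe; 0% = neutral control wells and 100% = peptide positive control; higher means more block of Keap1 binding to Nrf2 peptide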
Target sequence (Q14145 whole entry, looked up, the tested form may be a part): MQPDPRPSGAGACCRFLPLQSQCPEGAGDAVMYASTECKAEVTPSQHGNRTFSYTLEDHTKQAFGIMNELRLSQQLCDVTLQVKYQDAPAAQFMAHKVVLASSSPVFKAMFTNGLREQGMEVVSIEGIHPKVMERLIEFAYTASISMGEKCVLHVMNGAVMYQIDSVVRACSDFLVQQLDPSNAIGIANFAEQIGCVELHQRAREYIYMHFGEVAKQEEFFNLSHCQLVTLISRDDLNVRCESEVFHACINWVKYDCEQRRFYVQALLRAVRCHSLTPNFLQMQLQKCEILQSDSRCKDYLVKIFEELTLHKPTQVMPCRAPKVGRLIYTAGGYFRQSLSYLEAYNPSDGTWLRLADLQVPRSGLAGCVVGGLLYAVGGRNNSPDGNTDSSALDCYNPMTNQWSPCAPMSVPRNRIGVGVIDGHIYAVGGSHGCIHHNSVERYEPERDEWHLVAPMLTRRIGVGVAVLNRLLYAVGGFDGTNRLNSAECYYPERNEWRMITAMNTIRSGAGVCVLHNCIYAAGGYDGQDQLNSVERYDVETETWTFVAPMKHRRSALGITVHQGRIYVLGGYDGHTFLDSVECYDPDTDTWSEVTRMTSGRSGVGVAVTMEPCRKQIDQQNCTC
OPRM1-OPRD1 inv – inverse agonists of MOR-DOR heterodimerization, primary screen, cell-based, luminescence | Mu-type opioid receptor (Homo sapiens) + Delta-type opioid receptor (Homo sapiens), … | cell-based MOR-DOR heterodimer luminescence, inverse agonism | inhibition, % at 9.3 µM | hit rate 0.21% among 340,000; in the data active = inhibition above about 22%, passing the limit was not always enough;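 also: 0% = cells with DMSO and 100% = wells without cells with DMSO; values of inactives mirror those of a sister screen read the other way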
HTR5A inv ctr – HTR5A inverse agonists in luminescence cell assay, primary screen, counter-screen for OPRM1-OPRD1 heterodimer inverse agonist project, full-deck HTS; 5-hydroxytryptamine receptor 5A (Homo sapiens), P47898; HTR5A cell line, inverse agonism; hit rate 0.083% among 340,000; inhibition, % at 9.3 µM; in the data active = inhibition mostly above about 23%, no sharp cut-off; inactive = mostly below about 18%;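 also: 0% = cells with DMSO and 100% = no-cell wells with DMSO; some compounds called inactive have numbers as strong as hits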
Target sequence (P47898 whole entry, looked up): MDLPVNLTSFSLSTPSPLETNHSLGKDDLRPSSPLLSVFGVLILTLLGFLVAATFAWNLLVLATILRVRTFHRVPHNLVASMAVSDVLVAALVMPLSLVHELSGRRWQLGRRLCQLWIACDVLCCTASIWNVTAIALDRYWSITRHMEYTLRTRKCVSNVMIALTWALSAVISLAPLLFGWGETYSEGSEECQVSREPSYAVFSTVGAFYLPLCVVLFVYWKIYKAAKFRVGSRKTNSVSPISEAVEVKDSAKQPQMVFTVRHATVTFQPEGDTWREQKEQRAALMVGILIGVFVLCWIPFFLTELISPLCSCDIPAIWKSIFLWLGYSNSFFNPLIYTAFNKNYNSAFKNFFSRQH
C-LANA FP – inhibitors of KSHV C-LANA binding to DNA, primary screen, biochemical, fluorescence polarization, FAM-LBS DNA, MBP-C-LANA, single point. Kaposi's sarcoma herpesvirus LANA C-terminal domain (residues 932-1162) DNA binding. inhibition, % at 9 µM. hit rate 0.078% among 340,000;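 active = highest replicate inhibition at or above 60% at 9 µM, even if other replicates fall short; inactive = all replicates below 60% inhibition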;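 also: 0% = neutral control wells and 100% = 4 µM acridine orange control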
HTR5A ag – HTR5A agonists in luminescence cell assay, primary screen, counter-screen for OPRM1-OPRD1 heterodimer agonist project, full-deck HTS | cell-based | activation, % at 9.3 µM | hit rate 0.61% among 340,000 | AID 504692, 2011; in the data active = activation mostly above about 9.5%, no sharp cut-off; inactive = mostly below about 7.6%;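 also: 0% = cells with vehicle only and 100% = reference agonist; strong numbers were not always called active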
OPRM1-OPRD1 ag – agonists of OPRM1-OPRD1 heterodimerization, primary screen, cell-based, luminescence; AID 504326, 2011; activation, % at 9.3 µM; hit rate 0.3% among 340,000; cells; Mu-type opioid receptor (Homo sapiens) + Delta-type opioid receptor (Homo sapiens), …; in the data active = activation above about 18%;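 also: 0% = vehicle-treated cells and 100% = reference agonist; values of inactives mirror those of a sister screen read the other way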
V-ATPase pHluor – regulators of yeast V-ATPase proton pumping, primary screen, pHLuorin cytosolic pH fluorescence. AID 504577, 2011. response, % at 10 µM. hit rate 0.37% among 350,000. S. cerevisiae; in the data active = response mostly above about 7.3%, no sharp cut-off; inactive = mostly below about 5.4%; also: actives read high; inactives centre near 0; some compounds called inactive have numbers as strong as hits; reference of the scale not given here
RTF Ca sens inh – cardiac RTF calcium sensitivity inhibitors, primary screen, biochemical, IANBD-TnC fluorescence, EC70 calcium; Troponin I, cardiac muscle (Homo sapiens) + Troponin T, cardiac muscle (Homo sapiens) + …; inhibition, % at 7.15 µM; hit rate 0.12% among 340,000; IANBD-labeled cardiac RTF, Ca2+ fluorescence;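 active = inhibition above the mean inhibition of all tested compounds plus 3 SD, cut at about 17% in these data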;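 also: assay run at fixed EC70 calcium of 1.6 mM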
CAL-PDZ inh HTS – untagged CAL PDZ binding inhibitors, primary screen, biochemical, fluorescence polarization, HTS; Golgi-associated PDZ and coiled-coil motif-containing protein (Homo sapiens), Q9HD26; purified CAL PDZ, TMR-peptide fluorescence polarization, 1 h; inhibition, % at 24.9 µM; hit rate 0.92% among 300,000; AID 602252, 2012;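 active = mean inhibition of at least 30% with at least half of replicates also reaching 30%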;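 also: 0% = DMSO neutral control and 100% = excess unlabeled competitor peptide PRC23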
RTF Ca sens act – cardiac RTF calcium sensitivity activators, primary screen, biochemical, IANBD-TnC fluorescence, EC20 calcium; IANBD-labeled TnC RTF fluorescence at EC20 calcium; 0% EC20 calcium, 100% full calcium; Troponin I, cardiac muscle (Homo sapiens) + Troponin T, cardiac muscle (Homo sapiens) + …; activation, % at 7.2 µM; hit rate 0.24% among 340,000;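 active = activation above the mean over all tested compounds plus 3 SD, cut at about 30% in these data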;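 also: rise in fluorescence read as greater calcium sensitivity of cardiac thin filaments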
An asterisk follows results filed as active; . = no result given.

SMILES	Keap1 Nrf2 FP	OPRM1-OPRD1 inv	HTR5A inv ctr	C-LANA FP	HTR5A ag	OPRM1-OPRD1 ag	V-ATPase pHluor	RTF Ca sens inh	CAL-PDZ inh HTS	RTF Ca sens act
CC(C)N(C(=O)COC(=O)c1cccc(C(=O)OCC(=O)N(C(C)C)C(C)C)n1)C(C)C	-4	.	.	-2.0	.	.	-1	.	-4	.
COc1ccc(NC(=O)Cn2c(-c3ccccc3)cn(-c3ccc(C)cc3)c2=O)cc1	-8	-4	-2	0.8	1	0.8	-4	3	2	1
CCOc1ccccc1/C=C\c1nc(O)c([N+](=O)[O-])c(=O)[nH]1	0	5	4	-3.0	-1	-1.1	3	-8	15	3
COc1ccc(OCCNC(=O)c2ccccc2OCC(=O)Nc2ccc(NC(C)=O)cc2)cc1	0	15	1	-2.7	-2	-2.9	-1	-7	-6	5
Cc1[nH][nH]c(=O)c1C(c1ccc2c(c1)OCO2)c1c(C)[nH][nH]c1=O	-6	5	12	-0.7	-5	-1.0	-2	4	-3	-1
COc1ccc(OC)c(/C(O)=C/C(=O)C(=O)Nc2cc(C)cc(C)c2)c1	0	2	0	-1.0	2	-0.3	-3	5	-9	-1
Cc1cccc(/C=N/NC(=O)Cc2ccc(Cl)cc2)c1O	-3	-18	-19	-0.6	7	3.5	0	1	.	3
O=C(N/N=C/c1ccccc1F)c1cccc(NC(=O)c2ccccc2Cl)c1	2	1	4	1.1	-2	-0.2	4	13	6	-3
CN(CC(=O)O)S(=O)(=O)c1ccc(F)cc1	-2	7	-3	0.5	1	-1.2	-3	-12	-5	4
CCOc1ccc2[nH]cc(C(=O)NCCCN3CCOCC3)c(=O)c2c1	0	-4	-5	-0.1	2	0.8	-1	-5	-3	-4
CCOC(=O)N1CCC(NC(=O)c2ccc(N3CCC4(CC3)OCCO4)c([N+](=O)[O-])c2)CC1	-4	-4	27	-1.1	3	0.8	5	-4	-2	1
O=C(N1CCCCC1)N1CCN(C(=O)N(c2ccccc2)c2ccccc2)CC1	-5	2	-23	0.2	9	-0.3	-1	-2	-3	6
CCC(C)[C@H](NS(=O)(=O)c1ccc(C)cc1)C(=O)N1CCC(C(=O)N2CCC(C(N)=O)CC2)CC1 (some centres not stated)	5	12	-13	2.2	-3	-2.3	2	-4	0	3
CCOc1ccc(/C=C/c2c([N+](=O)[O-])c(=O)n(C)c(=O)n2C)cc1	-1	8	-2	0.8	1	-1.4	-1	10	-1	1
CC(NC(=O)CCC(=O)N1CCN(S(=O)(=O)c2ccc(Cl)cc2)CC1)c1ccccc1 (configuration not stated)	-4	4	23	0.3	-2	-0.8	-4	1	-5	3
CCCc1cc(=O)oc2cc(C)cc(OCC(=O)Nc3ccc(CN4CCOCC4)cc3)c12	-9	2	9	-0.4	0	-0.3	2	-2	-4	3
CCOC(=O)CSc1nnc(CCc2nc3ccccc3[nH]2)n1C	3	16	4	-0.7	2	-2.6	-2	-23	-3	-4
Cc1ccc(NC2(C(N)=O)CCCC2)cc1	-2	13	-14	-0.4	3	-2.5	3	3	-9	-6
Cc1cc(NC(=S)NC(=O)c2ccccc2)ccc1-c1cc2ccccc2oc1=O	3	9	5	-2.1	4	-1.6	0	-12	-1	1
CN(C)CCCSc1nc2ccccc2s1	-3	3	7	-0.6	-3	-0.6	4	-40	-5	0
CC1=C(/C=N/Nc2ccc([N+](=O)[O-])cc2[N+](=O)[O-])C(C)(C)CCC1	-3	-4	-14	0.4	2	0.7	7	3	.	-14
Cc1ccc(Cl)cc1NC(=S)NCCCSC1CCCCC1	-4	-6	-16	1.7	6	1.3	-5	-5	-4	2
O=C(Nn1cnc2ccccc2c1=O)c1ccccc1	-6	-40	0	2.3	0	5.5	0	0	-2	4
Cc1ccc(C(C(=O)NCc2ccco2)N(C(=O)CNC(=O)c2cccs2)c2c(C)cc(C)cc2C)cc1 (configuration not stated)	3	-32	9	-0.5	0	5.7	-3	-1	-3	-3
O=Cc1cccn1-c1ccccc1	1	18	-15	1.9	-1	-3.6	3	1	2	-3

Later entries
SMILES	Keap1 Nrf2 FP	OPRM1-OPRD1 inv	HTR5A inv ctr	C-LANA FP	HTR5A ag	OPRM1-OPRD1 ag	V-ATPase pHluor	RTF Ca sens inh	CAL-PDZ inh HTS	RTF Ca sens act
COc1ccc(/C=N/NC(=O)c2cccnc2)c(C(=O)O)c1OC	-1	8	-2	1.0	-2	-1.6	-4	-3	-4	5
CCCCCCn1c(-c2cccs2)n[nH]c1=S	-1	-47	4	0.1	-2	8.8	4	0	.	2
COC(=O)c1cc(Br)c(N)cc1OC	-2	5	17	-1.1	-2	-0.9	-2	1	.	5
CCCSC1C(C)=C(C)C(=O)N1Cc1ccccc1 (configuration not stated)	-1	7	26	-0.4	-7	-1.5	-3	-3	-7	5
Cc1ccccc1-c1nc(CS(=O)CC(=O)NCCN2CCN(Cc3ccccc3)CC2)c(C)o1 (configuration not stated)	-6	-3	9	0.3	-4	0.5	-10	-4	7	-1
CCCOc1ccc(/C=N/NC(=O)C(=O)Nc2ccccn2)cc1	5	9	-34	-1.3	-2	-1.6	1	-2	-4	-3
O=C(Oc1ccccc1)c1ccccc1OS(=O)(=O)c1ccccc1	1	10	6	1.3	-2	-1.6	-6	-15	.	0
Cc1c(C)c2c(C)nn(-c3ccccc3)c2[nH]c1=O	-2	12	7	-0.7	-2	-2.4	1	-5	-4	3
COc1ccc(OC)c(NC(=O)CC2Oc3ccccc3NC2=O)c1 (configuration not stated)	0	10	0	0.0	0	-2.2	7	-3	5	1
COc1ccc(S(=O)(=O)NCC(=O)Nc2ccc3c(c2)OCCO3)cc1OC	-2	11	-21	0.6	2	-2.0	-4	0	-2	1
Cc1ccc(Cn2nc(C)c(NC(=O)CCCn3nc([N+](=O)[O-])c(Cl)c3C)c2C)cc1	-7	-3	6	-0.2	6	0.6	3	0	.	5
CCOc1ccc2oc(C(=O)Nc3cc(C)ccn3)c(C)c2c1	-7	-55	-36	0.5	13	8.7	2	-4	-1	-5
O=C(C1=C(O)C(=O)N(c2ncccn2)C1c1ccc(F)cc1)c1ccco1 (configuration not stated)	-5	12	-17	0.4	-4	-2.3	-1	-1	.	-1
Cc1cc(C)n(C(=O)c2ccc([N+](=O)[O-])cc2N)n1	-4	13	-11	1.5	3	-2.6	1	-17	-1	1
CCOC(=O)c1cc2cc([N+](=O)[O-])cc(OC)c2oc1=O	1	15	13	-0.8	1	-3.0	-2	3	-4	-7
O=C(Cn1cccc1C(=O)c1ccccc1)NCc1ccccn1	2	10	-13	1.8	-7	-1.7	-1	-3	0	7
Cc1ccc(S(=O)(=O)N2CCN(C(=O)COC(=O)CCCOc3ccccc3)CC2)c(C)c1	-7	-8	13	0.3	-5	1.9	1	-12	.	1
O=C(NCCCN1CCOCC1)C(=O)N/N=C/c1c2ccccc2cc2ccccc12	-4	19	-9	1.6	0	-3.6	4	-8	-8	1
COC(=O)C(C)Sc1nnc(Cc2cc(=O)[nH]c(=O)[nH]2)n1-c1cccc(OC)c1 (configuration not stated)	-6	-1	4	3.4	-1	0.1	-5	-3	.	8
Cc1ccc(S(=O)(=O)N(C)C)cc1NC(=O)C(C)Sc1ccccc1 (configuration not stated)	0	14	0	1.4	0	-2.8	1	-4	5	-4
Cc1ccnc(N/C=C(/NC(=O)c2ccccc2)C(=O)NN)n1	1	22	5	0.4	0	-4.6	0	-2	3	3
Cc1ccc(NC(=O)CSc2nnc(-c3cccnc3)o2)c(C)c1	-2	14	1	-0.5	3	-2.9	0	6	.	-5
COc1ccc(/C(O)=C2/C(=O)C(=O)N(CCCN3CCOCC3)C2c2ccc(C(C)C)cc2)cc1 (configuration not stated)	-8	10	-27	-0.8	10	-1.9	4	-6	-1	1
COc1ccc(Nc2cccc3ccccc23)cc1	8	-81	9	35	7	14	8	-18	-2	20
COc1ccc(C(=O)OCC(=O)NC(=O)NC2CCCC2)cc1OC	-4	-5	-6	0.3	2	1.2	1	-7	-2	-1

Further results
SMILES	Keap1 Nrf2 FP	OPRM1-OPRD1 inv	HTR5A inv ctr	C-LANA FP	HTR5A ag	OPRM1-OPRD1 ag	V-ATPase pHluor	RTF Ca sens inh	CAL-PDZ inh HTS	RTF Ca sens act
Cc1cc2ccccc2n1CCNC(=O)C1CC1	-3	-1	-25	-0.4	8	0.1	-2	-11	0	2
CCOc1ccc(NC(=O)CS(=O)CC(=O)Nc2cccnc2)cc1 (configuration not stated)	-5	-3	-10	-2.9	3	0.4	-1	-8	-1	-1
CC(C)N(Cc1nc2ccccc2c(=O)[nH]1)C(=O)c1ccc(NC(=O)CSc2nnnn2C)cc1	4	5	2	-0.6	-1	-1.1	1	-4	-1	-1
COc1ccccc1N1CCN(CC(O)COCCOc2ccc(Br)cc2)CC1 (configuration not stated)	0	-21	-11	1.9	2	4.2	-2	-24	-7	1
O=C(NC(=S)Nc1ccc(N2CCOCC2)cc1)c1cccs1	2	-6	0	0.5	-3	1.1	-1	7	-3	0
O=C(c1cccc(Cl)c1)N1CCN(CCCc2ccccc2)CC1	2	-19	0	-9.3	0	4.0	2	-4	-4	-2
CC(=O)c1nnn(-c2ccc(F)cc2F)c1C	-8	10	-29	-0.5	3	-1.9	3	4	.	6
CC(NC(=O)CN(C)Cc1ccc(Br)cc1)c1ccccc1 (configuration not stated)	-1	-10	-9	-3.9	2	2.1	3	-5	1	-3
N#Cc1c(NC(=O)CSc2nnnn2C2CCCC2)sc2c1CCCC2	3	-3	-19	-0.5	7	0.4	-4	0	-1	0
O=C(O)c1cccc(-n2sc3ccccc3c2=O)c1	5	-1	6	-0.9	-2	0.2	-23	-11	-1	0
Cc1ccc(-c2ccc(SCC(=O)NCC3CCCO3)nn2)cc1 (configuration not stated)	-6	2	5	0.2	-2	-0.3	-2	3	11	0
Cc1ccc(C(=O)NCc2ccc3c(c2)OCO3)cc1N1CCCC1=O	3	3	-8	0.5	1	-0.5	-2	-1	.	-2
Cn1c(-c2ccccc2)cnc1NCc1ccccc1	-1	16	0	-1.7	0	-3.1	-4	6	5	-4
Cc1cccc(C)c1NC(=O)COC(=O)C1C2CC3OC(=O)C1C3C2 (configuration not stated)	-7	18	-11	-0.6	-4	-2.9	-3	-5	-6	-2

3 entries from above, sorted by their value in V-ATPase pHluor, high to low:
Compound	V-ATPase pHluor
COc1ccc(/C(O)=C2/C(=O)C(=O)N(CCCN3CCOCC3)C2c2ccc(C(C)C)cc2)cc1 (configuration not stated)	4
COc1ccc(OCCNC(=O)c2ccccc2OCC(=O)Nc2ccc(NC(C)=O)cc2)cc1	-1
N#Cc1c(NC(=O)CSc2nnnn2C2CCCC2)sc2c1CCCC2	-4
